EPAC2 agonist: activates human EPAC2 exchange factor; Q8WZA2; EPAC2 activation, biochemical qHTS; response scale: 100% = 6.5 mM cAMP response; Potency, µM (titrated, usually from 154 µM), inactives show at the highest dose activation, usual class: activators; 360,000 compounds, 0.079% hits; AID 720711; also: potency is read from the fitted curve at half-maximal effect; nearly all actives have a fitted effect of over 50% in size
Target sequence (Q8WZA2 whole entry, looked up): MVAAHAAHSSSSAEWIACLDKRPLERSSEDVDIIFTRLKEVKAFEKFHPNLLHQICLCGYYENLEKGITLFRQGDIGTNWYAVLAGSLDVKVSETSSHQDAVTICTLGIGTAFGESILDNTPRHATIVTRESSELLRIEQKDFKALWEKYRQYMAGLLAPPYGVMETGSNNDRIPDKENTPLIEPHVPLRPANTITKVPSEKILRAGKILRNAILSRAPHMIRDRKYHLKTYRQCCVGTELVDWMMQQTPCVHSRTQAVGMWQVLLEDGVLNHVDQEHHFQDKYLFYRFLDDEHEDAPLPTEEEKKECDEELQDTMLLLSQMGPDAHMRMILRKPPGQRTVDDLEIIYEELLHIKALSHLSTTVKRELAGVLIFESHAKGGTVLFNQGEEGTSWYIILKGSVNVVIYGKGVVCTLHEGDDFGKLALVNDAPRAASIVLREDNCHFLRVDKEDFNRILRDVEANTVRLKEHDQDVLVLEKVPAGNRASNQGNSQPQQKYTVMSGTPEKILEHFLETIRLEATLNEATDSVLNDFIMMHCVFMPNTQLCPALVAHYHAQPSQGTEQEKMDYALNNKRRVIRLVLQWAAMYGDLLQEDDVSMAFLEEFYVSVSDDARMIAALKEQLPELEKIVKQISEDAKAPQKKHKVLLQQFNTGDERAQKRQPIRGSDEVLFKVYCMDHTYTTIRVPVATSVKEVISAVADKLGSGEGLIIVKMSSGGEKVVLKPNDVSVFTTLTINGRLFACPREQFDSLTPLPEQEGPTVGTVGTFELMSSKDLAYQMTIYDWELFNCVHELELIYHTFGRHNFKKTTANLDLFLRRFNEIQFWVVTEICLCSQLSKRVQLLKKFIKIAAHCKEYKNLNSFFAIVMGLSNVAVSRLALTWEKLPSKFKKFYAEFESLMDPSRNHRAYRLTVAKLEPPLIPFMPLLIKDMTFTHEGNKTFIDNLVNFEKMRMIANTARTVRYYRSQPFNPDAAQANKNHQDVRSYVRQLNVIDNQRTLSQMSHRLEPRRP
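Compounds were titrated in qHTS against a Rap1B-BODIPY-GDP (250 nM) complex with EPAC2 (100 nM) and GDP (50 uM). BODIPY-GDP release tracked at 480/540 nm over 30 min at room temperature, normalized to 6.5 mM cAMP.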
FUS suppressor: FUS proteinopathy suppression in yeast; S. cerevisiae FUS-expressing, growth rescue, OD600, 24 h; Potency, µM (highest dose often 76.6 µM), for inactives: at the highest dose growth rescue (activation), hits mostly activators; 390,000 compounds, 0.24% hits; AID 1347120;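 also: potency is read from the fitted curve at half-maximal effect; plate controls were DMSO vehicle for no effect and reference control for full effect; nearly all actives have a fitted effect of over 55% in size; some results filed as inactive show a strong effect at the top dose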
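Steps: raffinose overnight preculture; dilution to OD 0.005 in 2% galactose minimal medium; compound addition (concentration series); 24hr at 30C, 99% humidity; absorbance read at 600 nm.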
D3 ag: agonists of human D3 dopamine receptor. 410,000 compounds, 0.58% hits. D3R DiscoveRx beta-arrestin cells, luminescence, 90 min. P35462. max activation, %. AID 652048; in the data active = max activation above about 30%; also: 0% is about no effect; mostly tested at two doses, the higher about 12 µM
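Cells at 1500/well, incubated overnight, then treated with pinned compounds (dopamine as control) for 90 min at 37 degrees C. DiscoveRx reagent added for 30 - 60 minutes at room temperature; luminescence read.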
DRD3 antagonist: antagonists of human D3 dopamine receptor; AID 652054; D3R cells, DiscoveRx beta-arrestin luminescence, antagonist mode; stronger effect = lower value; P35462; 360,000 compounds, 2.5% hits; max response, negative = inhibition, %; in the data active = max response below about -50%; inconclusive = no clear call, values can overlap the other calls; also: % is scaled to controls: 0 for no effect and ±100 for the full control effect; mostly tested at two doses, the higher about 12 µM
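Cells plated overnight at 1500 cells/well, then exposed to library compounds with dopamine controls for 90 minutes at 37 degrees C. DiscoveRx reagent added for 30–60 minutes at room temperature; luminescence read, quantitative HTS format.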
TDP43 rescue: inhibitors of TDP-43 toxicity in yeast; TDP-43 expressing yeast growth rescue, BacTiter-Glo, 24 h; Potency, µM (top dose mostly 46.1 µM), for inactives: at the top dose growth rescue (activation), usual class: activators; 410,000 compounds, 1.8% hits; AID 652104; also: potency is read from the fitted curve at half-maximal effect; % of control where 0% means no effect; nearly all actives have a fitted effect of over 50% in size
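In this qHTS, compounds that restore growth of yeast expressing TDP-43 appear as activators. Cells (OD600=0.02, galactose medium, raffinose-pregrown) are incubated with compound 24 hr at 30 deg C and growth is quantified by BacTiter-Glo.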
aSyn yeast inh: alpha-synuclein toxicity inhibition in yeast | Potency, µM (doses to about 46.1 µM), for inactives: at the top dose growth rescue (activation), hits mostly activators | Yeast expressing alpha-synuclein, growth rescue, BacTiter-Glo, 24 h | AID 652106 | 370,000 compounds, 0.14% hits; also: potency is read from the fitted curve at half-maximal effect; % of control where 0% means no effect; nearly all actives have a fitted effect of over 65% in size
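Readout is rescue of growth in alpha-synuclein-expressing yeast, so inhibitors of toxicity appear as activators. Growth after 24 hr at 30 deg C in galactose medium is quantified by luminescence.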
EPAC2 antagonist: EPAC2 (human) antagonism; Q8WZA2; EPAC2 GEF exchange of Rap1B-BODIPY-GDP, fluorescence; Potency, µM (doses to about 114 µM), without a hit: top-dose activity, negative = inhibition, hits mostly inhibitors; 360,000 compounds, 0.18% hits; also: potency is read from the fitted curve at half-maximal effect; % is scaled to controls: 0 for no effect and ±100 for the full control effect; nearly all actives have a fitted effect of over 45% in size; many of its hits are not listed in these tables
Abeta yeast res: compounds reversing amyloid beta toxicity in yeast. 410,000 compounds, 0.063% hits. Potency, µM (doses to about 46.1 µM), for inactives: top-dose growth rescue, hits mostly activators. yeast expressing A-beta42, growth rescue, OD600, 48 h; response scale: 0% DMSO, 100% iron-clioquinol control. AID 1347071; also: potency is read from the fitted curve at half-maximal effect; nearly all actives have a fitted effect of over 55% in size
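Yeast growth medium received pinned compounds, then yeast cells expressing toxic A-beta were added; plates incubated at 30 C for 48 hr. Growth read as absorbance at 600 nm, normalized to DMSO and equimolar FeCl3 plus clioquinol controls.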
* = called active by the depositor; ? = inconclusive; . = no result given; [ ] = dose if it differs, or a comment. Unless noted, calls follow the shape of the dose curve; as a rule, active = well fitted curve in the direction sought with a large enough effect; inconclusive = small, poorly fitted or top-dose-only effect, or another doubt; inactive = no such curve, though single readings can be large; an effect the other way counts as inactive or inconclusive.

SMILES	EPAC2 agonist	FUS suppressor	D3 ag	DRD3 antagonist	TDP43 rescue	aSyn yeast inh	EPAC2 antagonist	Abeta yeast res
COc1ccc(C2CC(c3ccccc3)=NN2C(=O)COC(=O)CNC(=O)c2ccccc2)cc1 (stereo unspecified)	6.5%	?	1.4	-5.8	17.1%	12.1%	-1.3%	4.5%
N#C/C(=C\c1ccc(OCc2ccccc2)cc1)C(=O)Nc1nc2c(s1)CCN(Cc1ccccc1)C2	-7.9%	-31.5%	2.2	1.5	12.4%	-13.9%	36.9%[activator]	13.2%
C[C@H]1CCCCO[C@@H](CN(C)S(=O)(=O)c2ccc(Cl)cc2)[C@@H](C)CN([C@@H](C)CO)C(=O)c2cc(NS(=O)(=O)c3ccccc3)ccc2O1	5.8%	38.5%	3.2	15.2	0.0%	-0.9%	4.2%	2.1%
COc1ccccc1-c1nc(-c2cccc(C)c2)no1	18.6%	-6.9%	-1.5	7.7	6.6%	-26.9%	5.4%	2.8%
CSc1ccc(C(=S)N2CCN(C(c3ccccc3)c3ccccc3)CC2)cc1	7.1%	0.1%	-0.6	0.1	8.2%	.	-4.3%	11.0%
O=C(CCC(=O)N1CCN(S(=O)(=O)c2ccc(Cl)cc2)CC1)Nc1cccc(Br)c1	-3.6%	.	-1.1	-4.1	21.5%	1.7%	-2.2%	9.2%
Cc1ccc(CNC(=O)CN(c2ccc(C(C)C)cc2)S(=O)(=O)c2c(C)noc2C)cc1	-5.7%	-17.8%	0.7	9.7	4.1%	11.2%	0.5%	2.4%
O=C(CN1C(=O)COc2ccccc21)NCCCN1CCN(Cc2ccccc2)CC1	14.8%	-12.2%	-23.9	?	-27.8%	2.9%	-0.2%	2.7%
COc1ccc(-c2noc(=O)[nH]2)cc1	-1.8%	.	-5.2	15.2	-3.9%	-6.0%	9.1%	-10.8%
COc1ccc(N2CCN(C(=O)CC(NC(N)=O)c3cccc(Oc4ccccc4)c3)CC2)cc1 (stereo unspecified)	-4.2%	24.8%	-4.4	-21.8	9.2%	2.6%	0.0%	1.9%
Cc1nnsc1NC(=O)OCc1ccc(Cl)cc1Cl	14.7%	0.0%	2.2	17.7	18.7%	-2.8%	9.0%[57.1 µM]	24.1%
CCCC1(C(=O)O)NC(c2ccccc2O)C2C(=O)N(c3cccc(Cl)c3)C(=O)C21 (stereo unspecified)	6.4%	-19.3%	1.1	28.5	0.0%	2.1%	-5.8%	3.0%
Nc1nc2ccccc2n1C(=O)c1ccc(F)cc1	-1.0%	26.3%	-10.5	?	-1.4%	-10.4%	1.5%	5.9%
COCCCn1c(SCC(=O)NCc2ccccc2)nc2c(sc3ccccc32)c1=O	.	-12.5%	-7.5	.	15.5%	.	.	-4.0%
COc1ccc(OCCCC(=O)N(CCC2=CCCCC2)c2c(N)n(Cc3ccccc3)c(=O)[nH]c2=O)cc1	-10.5%	3.8%	7.1	6.2	-10.8%	1.1%	-1.0%	5.9%
CC(C)(C)NC(=O)NC(=O)COc1ccccc1C#N	0.8%	-1.1%	1.8	9.5	17.9%	-2.1%	-2.0%	-3.6%
O=C1CN(S(=O)(=O)c2cc(Cl)ccc2Cl)c2ccccc2N1	-0.8%	2.1%	11.4	23.0	5.6%	1.1%	-3.4%	1.6%
Cc1cc(=O)oc2cc(NC(=O)Cc3ccccc3[N+](=O)[O-])ccc12	3.7%	-4.5%	2.6	-0.2	16.1%	-5.1%	3.2%	-10.7%
O=C(Cc1ccc(F)cc1)Nc1ccc(Cl)cn1	4.4%	10.6%	1.4	6.1	22.2%	7.6%	-2.2%	25.9%
COc1cccc(/C=C2\SC(=S)N(C(C)C(=O)NC3C=CS(=O)(=O)C3)C2=O)c1 (stereo unspecified)	-4.2%	30.6%	-0.3	11.9	-2.2%	-0.6%	-5.6%	14.3%
C=CCn1c(SCC(=O)N2CCC(C)CC2)nc2c([nH]c3ccccc32)c1=O	-11.4%	-4.2%	5.5	1.8	23.6%	3.1%	2.9%	2.5%
CN(C)S(=O)(=O)N1CCc2ccc(NC(=O)c3ccccc3Cl)cc2C1	6.8%	9.0%	-3.1	-23.5	14.1%	-5.0%	11.2%	4.7%
COc1cccc(-n2c(SCC(=O)Nc3cc(C)on3)nc3c([nH]c4ccccc43)c2=O)c1	7.3%	2.8%	-6.0	-2.2	-2.8%	-6.1%	0.8%	-8.8%
Cc1cc(O)c(C(C[N+](=O)[O-])c2ccc(Cl)cc2Cl)c(=O)o1 (stereo unspecified)	-3.2%	9.2%	-3.7	8.2	-9.6%	6.5%	-1.8%	4.3%
CCn1c(SCC(=O)N2CCCc3ccccc32)nc2c1c(=O)n(C)c(=O)n2C	1.4%	16.7%	13.4	18.2	-2.5%	1.5%	-1.3%	0.9%

Going on with the list.
SMILES	EPAC2 agonist	FUS suppressor	D3 ag	DRD3 antagonist	TDP43 rescue	aSyn yeast inh	EPAC2 antagonist	Abeta yeast res
C=CCn1c(SCC(=O)c2c(C)[nH]c3ccccc23)nnc1-c1ccncc1	1.0%	-8.6%	-0.3	5.6	7.9%	-3.4%	-4.7%	-8.0%
O=S1(=O)CC(N2CCN(CCO)CC2)CN1Cc1cn(Cc2ccccc2)nn1 (stereo unspecified)	9.9%	-5.9%	4.1	4.5	24.8%	0.0%	4.0%	7.1%
CCOC(=O)CSc1nnc(CNC(=O)c2ccc(S(=O)(=O)N3CCCCC3)cc2)n1C	-7.0%	10.8%	2.7	-8.5	-30.5%	-5.1%	-17.5%	-7.5%
Cc1ccc(NC(=S)/C(=C(\[O-])c2ccc(Cl)s2)[n+]2cccc(CO)c2)cc1C	-2.6%	35.0%	-3.8	-16.5	13.8%	7.6%	-13.6%	-8.7%
CC1CCN(CC(=O)Nc2cccc(Cl)c2)CC1	1.6%	-5.2%	2.3	?	-0.2%	-2.0%	-0.9%	9.7%
O=C1Nc2ccccc2C12OCCCO2	8.0%	-20.8%	4.1	7.4	22.2%	0.2%	2.3%	7.2%
CCOC(=O)c1c(C)noc1CP(=O)(c1ccccc1)c1ccccc1	-4.1%	6.7%	-0.8	-19.7	14.3%	0.9%	7.3%	34.1%
COc1cc(-c2[nH]ncc2CN2CCCC2c2nonc2C)cc(OC)c1OC (stereo unspecified)	8.1%	-24.6%	-0.7	22.6	15.1%	0.8%	2.0%	7.8%
Cc1ccn2c(=O)c(NC(=O)COc3ccccc3)c(C)nc2c1	-6.1%	-6.1%	1.6	0.0	12.6%	0.5%	-0.9%	-1.1%
CCC(C)NCCOCCOc1cc(C)c(Cl)c(C)c1 (stereo unspecified)	0.8%	-0.1%	-10.3	?	-17.3%	-0.2%	9.6%	-10.5%
CSc1ncccc1C(=O)OCC(=O)c1cccs1	1.4%	6.1%	19.7	7.4	-12.2%[0.397 µM]	7.6%	-0.6%	6.2%
COc1cc(NC(=O)COC(=O)c2ccc(S(=O)(=O)N3CC(C)CC(C)C3)cc2)c(C)cc1[N+](=O)[O-] (stereo unspecified)	22.5%	14.3%	6.3	-20.9	-4.5%	1.4%	-12.4%	-1.0%
Cc1occc1C(=O)N/N=C/c1cccs1	7.3%	-19.4%	-11.7	-9.5	-12.8%	-7.6%	-0.9%	-4.9%
CCN(C(=O)COC(=O)c1cc(-c2ccccc2)nc2ccc(Br)cc12)C1CCS(=O)(=O)C1 (stereo unspecified)	3.6%	5.0%	5.0	-13.3	5.1%	0.3%	-12.8%	10.3%
Cc1cccc(N=Nc2c(C)c(C#N)c(O)[nH]c2=O)c1	-0.6%	7.1%	-7.0	?	19.3%	-5.0%	2.9%	6.2%
COc1ccc(C(c2nnnn2Cc2ccccc2)N2CCN(C(=O)c3ccco3)CC2)cc1OC (stereo unspecified)	-7.5%	2.7%	1.3	-4.9	5.8%	6.2%	7.0%	-0.5%
COc1cccc(OCCOc2ccccc2OC(C)C)c1	-4.9%	-11.9%	1.9	15.2	16.4%	0.2%	2.0%	19.3%
COc1ccc(Cl)cc1NC(=O)CCCS(=O)(=O)c1nc(-c2ccc(OC)c(OC)c2)cc(C(F)(F)F)n1	.	40.8%	-22.2	.	?	.	.	5.7%
COc1ccc(-c2c(N)n[nH]c2C)cc1OC	4.9%	0.7%	3.9	13.5	-13.9%	0.4%	8.6%	-7.9%
C=CCn1nnnc1-c1cccc(Cl)c1	-8.8%	-3.7%	-3.8	14.7	-5.9%	1.0%	0.1%	-8.2%
COC(=O)c1c(-c2c(Cl)cccc2Cl)noc1NC(=O)N(C)C	4.9%	0.6%	9.8	-4.8	3.3%	5.4%	-7.1%	-11.1%
C=CCNC(=S)NNC(=O)c1cccn(Cc2cccc(Cl)c2)c1=O	-5.1%	19.1%	-21.0	17.1	0.0%	1.6%	0.5%	-10.7%
CCC(C)C(NC(N)=O)C(=O)Nc1ccc(OCc2ccccc2)cc1 (stereo unspecified)	-0.3%	13.1%	-6.5	3.6	-12.8%	-9.4%	17.7%	2.7%
COc1cccc(NC(=O)Cn2c(=O)n(-c3ccccc3)c(=O)c3c2c2cc(OC)ccc2n3C)c1	.	11.5%	7.0	.	3.8%	.	.	-8.7%
CNC[C@H]1Oc2c(NS(=O)(=O)c3ccc(OC)cc3)cccc2C(=O)N([C@H](C)CO)C[C@H]1C	-1.0%	-13.4%	12.5	9.2	8.4%	-6.8%	1.3%	3.7%
N#Cc1ccc(C(=O)Nc2cc(S(=O)(=O)Nc3ccc(Cl)cc3)ccc2N2CCCCC2)cc1	8.2%	12.8%	-3.5	4.4	12.9%	-18.8%	4.8%	-0.4%
CCOC(=O)/C=C1\SCC(=O)N1CC(=O)NC(C)C	4.5%	14.3%	-6.6	-18.3	11.5%	-7.0%	3.7%	6.8%

Three entries out of the list, arranged by SMILES length, descending:
SMILES	EPAC2 agonist	FUS suppressor	D3 ag	DRD3 antagonist	TDP43 rescue	aSyn yeast inh	EPAC2 antagonist	Abeta yeast res
O=S1(=O)CC(N2CCN(CCO)CC2)CN1Cc1cn(Cc2ccccc2)nn1 (stereo unspecified)	9.9%	-5.9%	4.1	4.5	24.8%	0.0%	4.0%	7.1%
CCC(C)C(NC(N)=O)C(=O)Nc1ccc(OCc2ccccc2)cc1 (stereo unspecified)	-0.3%	13.1%	-6.5	3.6	-12.8%	-9.4%	17.7%	2.7%
COc1cccc(OCCOc2ccccc2OC(C)C)c1	-4.9%	-11.9%	1.9	15.2	16.4%	0.2%	2.0%	19.3%

Only part of the results is shown. The share of hits here may be higher or lower than overall.
